XBP1 UPR activ – activators of adaptive arm of unfolded protein response (XBP1); CHO-XBP1 luciferase reporter, IRE1-XBP1 UPR activation, luminescence; percent of tunicamycin response, DMSO as zero; activation, % at 20 µM; 330,000 compounds, 0.33% hits; AID 463104;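 active = versus positive control, 20 µM dose yields 30% or more activation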;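 also: 100% = tunicamycin at 10 µg/mL and 0% = DMSO only wells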
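Test system: CHO-XBP1 luciferase reporter cells | Buffer or medium: Serum-containing F12 medium, 10% FBS | Schedule: 6 h compound exposure at 37 °C, 5% CO2 | Detection: Steady-Glo luciferase glow luminescence, 10 min after reagent addition | Read-out basis: Activation, % of tunicamycin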
tim10-1 inh – growth inhibitors of tim10-1 mutant yeast. S. cerevisiae tim10-1 ts strain growth, BacTiter-Glo, 24 h. 330,000 compounds, 2.2% hits. AID 463190. inhibition, % at 20 µM;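 active = inhibition of at least 40%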;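 also: mutant grown at 25 °C; 0% = DMSO wells with yeast and 100% = wells holding no yeast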
TIM10 inh – TIM10 yeast growth inhibition; S. cerevisiae TIM10 strain growth, BacTiter-Glo luminescence, 24 h; 330,000 compounds, 1.4% hits; AID 463195; inhibition, % at 10 µM;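 active = inhibition of 40% or more at the single tested concentration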;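 also: wild-type TIM10 isogenic control strain grown at permissive 25 °C; 0% = DMSO yeast wells and 100% = minimal medium wells without yeast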
Mdm2-MdmX inh – disrupts the human Mdm2-MdmX interaction; O15151+Q00987; 330,000 compounds, 3% hits; inhibition, % at 8 µM; SaOS-2 split-luciferase Mdm2/MdmX complementation, luminescence;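 active = inhibition of at least 50% at 8 µM in the primary screen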
Target sequence (O15151 whole entry, looked up): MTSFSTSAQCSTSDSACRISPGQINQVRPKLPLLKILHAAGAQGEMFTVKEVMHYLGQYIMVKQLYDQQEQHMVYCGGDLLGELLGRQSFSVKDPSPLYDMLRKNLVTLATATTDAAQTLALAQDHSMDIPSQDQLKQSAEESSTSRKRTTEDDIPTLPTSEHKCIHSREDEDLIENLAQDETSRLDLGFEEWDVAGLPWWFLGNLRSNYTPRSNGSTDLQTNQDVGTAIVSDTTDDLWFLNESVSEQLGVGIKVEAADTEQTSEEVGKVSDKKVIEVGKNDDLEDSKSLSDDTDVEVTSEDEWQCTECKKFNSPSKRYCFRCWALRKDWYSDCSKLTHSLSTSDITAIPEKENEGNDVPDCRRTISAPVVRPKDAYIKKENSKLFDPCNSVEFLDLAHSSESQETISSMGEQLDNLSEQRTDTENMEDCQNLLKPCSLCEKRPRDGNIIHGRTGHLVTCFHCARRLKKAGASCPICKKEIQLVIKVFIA
Target sequence (Q00987 whole entry, looked up): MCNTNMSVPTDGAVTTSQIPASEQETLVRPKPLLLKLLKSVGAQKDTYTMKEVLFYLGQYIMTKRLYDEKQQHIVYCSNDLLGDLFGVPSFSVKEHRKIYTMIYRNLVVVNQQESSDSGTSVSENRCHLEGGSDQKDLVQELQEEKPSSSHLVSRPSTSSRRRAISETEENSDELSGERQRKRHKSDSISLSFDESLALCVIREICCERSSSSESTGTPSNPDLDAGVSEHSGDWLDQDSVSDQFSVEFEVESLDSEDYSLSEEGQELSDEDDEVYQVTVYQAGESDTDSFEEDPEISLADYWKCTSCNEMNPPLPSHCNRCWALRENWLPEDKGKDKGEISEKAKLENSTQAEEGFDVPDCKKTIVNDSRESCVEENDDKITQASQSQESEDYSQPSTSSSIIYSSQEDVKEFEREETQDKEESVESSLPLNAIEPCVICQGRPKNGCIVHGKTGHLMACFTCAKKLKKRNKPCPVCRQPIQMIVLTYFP
697 NFkB inh – inhibitors of the PMA/ionomycin-induced NF-kB reporter in 697 B cells; inhibition, % at 4 µM; AID 435022; 697 B-cell NF-kB luciferase reporter, 16 h; 330,000 compounds, 0.33% hits; in the data active = inhibition above about 35%
CHOP UPR activ – activators of apoptotic arm of unfolded protein response (CHOP); CHO-CHOP luciferase reporter, UPR activation, luminescence; percent of tunicamycin response over DMSO baseline; activation, % at 10 µM; 330,000 compounds, 0.34% hits; AID 449763;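 active = at 10 µM dose, activation of 40% or more, normalized to positive control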;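 also: 100% = tunicamycin at 10 µg/mL and 0% = DMSO alone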
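Dosing – one dose, 10 µM in 0.5% DMSO · System – CHO-CHOP cells, stable luciferase reporter of PERK-eIF2a-CHOP signalling · Input – 500 cells/well · Control set – tunicamycin 10 µg/mL final as positive, DMSO-only wells as negative · Timing – 6 h compound treatment, 37 °C · Measure – % activation vs tunicamycin · Technique – luminescence read with Steady-Glo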
tim23-1 inh – tim23-1 yeast growth inhibition | AID 463212 | 330,000 compounds, 1.3% hits | inhibition, % at 20 µM | S. cerevisiae tim23-1 growth, BacTiter-Glo luminescence, 24 h;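 active = growth inhibition of the mutant yeast at or above 50%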;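 also: temperature-sensitive mutant grown at 25 °C; plate controls were DMSO-treated mutant yeast for no effect and medium wells lacking yeast for full effect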
Jurkat NFkB inh – inhibitors of the PMA/ionomycin-induced NF-kB reporter in Jurkat cells. PMA/ionomycin-induced NF-kB luciferase reporter, luminescence. inhibition, % at 4 µM. 330,000 compounds, 0.53% hits. AID 435003; in the data active = inhibition above about 50%
* = called active by the depositor.

Start of the data: the first 4 compounds as a preview:
SMILES	XBP1 UPR activ	tim10-1 inh	TIM10 inh	Mdm2-MdmX inh	697 NFkB inh	CHOP UPR activ	tim23-1 inh	Jurkat NFkB inh
Cc1ccccc1NC(=O)CC1SC(=O)N(c2ccccc2)C1=O (stereo not drawn)	-2	45*	7	-12	-18	-1.1	37	-6
CC1CCCC(C)N1C(=O)Cn1cnc2cc([N+](=O)[O-])ccc2c1=O (stereo not drawn)	0	-26	11	1	24	0.9	37	4
CN(CCOc1ccccc1)CC(=O)Nc1cccc(Br)c1	-1	26	25	-7	8	-0.3	7	6
Cc1[nH]c2ccccc2c1CCO	-5	-7	-1	-6	3	3.3	10	-3

This part in full, repeating the preview:
SMILES	XBP1 UPR activ	tim10-1 inh	TIM10 inh	Mdm2-MdmX inh	697 NFkB inh	CHOP UPR activ	tim23-1 inh	Jurkat NFkB inh
Cc1ccccc1NC(=O)CC1SC(=O)N(c2ccccc2)C1=O (stereo not drawn)	-2	45*	7	-12	-18	-1.1	37	-6
CC1CCCC(C)N1C(=O)Cn1cnc2cc([N+](=O)[O-])ccc2c1=O (stereo not drawn)	0	-26	11	1	24	0.9	37	4
CN(CCOc1ccccc1)CC(=O)Nc1cccc(Br)c1	-1	26	25	-7	8	-0.3	7	6
Cc1[nH]c2ccccc2c1CCO	-5	-7	-1	-6	3	3.3	10	-3
COC(=O)[C@H]1C[C@@H]1[C@H](NS(=O)(=O)c1ccc2ccccc2c1)c1ccccc1	-2	22	13	-2	0	-0.5	26	4
O=C(CSc1nc2ccccc2c(=O)n1C1CC1)NCc1ccccc1	-3	19	20	7	9	-1.8	-9	-3
COC(=O)CSc1nc2nc(-c3cccs3)cc(C(F)(F)F)c2c(=O)[nH]1	4	2	-16	9	-15	1.8	-1	2
O=c1[nH]cnc(O)c1C(c1ccc(F)cc1)c1c(O)nc[nH]c1=O	-3	-12	4	22	8	-0.6	0	8
COc1ccc(N2C(=O)/C(=C\c3ccco3)N=C2SCC(=O)NC(C)C)cc1Cl	-1	22	18	1	8	-0.3	44	8
COC(=O)CCCC1=CC2=CC(=O)C(C)(OC(=O)c3cccs3)C(=O)C2=CN1Cc1ccccc1 (stereo not drawn)	-1	-7	4	1	14	1.5	-2	9
Cc1cccc(C)c1CC(=O)N1CCOCC1	-1	-8	5	-12	-6	-1.2	8	-6
Cn1cccc1C(=O)NCC1COc2ccccc2O1 (stereo not drawn)	1	5	6	-25	-36	5.8	15	-54
CC1Oc2ccccc2N(CC(=O)N2CCCc3ccccc32)C1=O (stereo not drawn)	-1	32	20	8	-5	-0.9	28	-3
CCn1cc(C(=O)O)c(=O)c2cc(F)c(N3CCN(C(=S)NC(=O)c4ccccc4F)CC3)cc21	-2	2	-4	-11	-2	-0.4	-15	9
C/C(=C\C(=O)c1c(O)cc(C)oc1=O)N(C)C	-2	14	3	-7	12	-0.8	9	-6
Cn1cc(/C=N/n2cnc3scc(-c4ccccc4)c3c2=O)c2ccccc21	2	38	35	43	-20	-0.1	30	63*
Cc1cccc(CSc2ncc(CO)n2C)c1	-1	6	5	2	9	1.6	6	-24
COc1ccc(S(=O)(=O)NCC(=O)NCCc2ccc(OC)c(OC)c2)cc1	4	2	0	-1	19	2.1	-8	17
O=C(NCc1ccco1)Nc1ccc(OC(F)(F)F)cc1	4	15	-10	5	-9	1.2	26	-19
CCCCCCCCCCCCS(=O)(=O)CCC(=O)O	0	-1	3	18	20	-0.8	7	6
CCOC(=O)CSc1nc(=O)n2cc(C)ccc2n1	-4	-12	-1	-26	1	2.1	-5	-19
O=C(CCc1ccccc1)N=C1SC2CS(=O)(=O)CC2N1Cc1ccc(F)cc1 (stereo not drawn)	-4	-12	-17	27	4	0.2	-11	1
C=C(C)CSc1nc2nc(C)c(Br)cc2[nH]1	4	17	26	-41	-33	2.5	16	-4
COCC1CCN(C(=O)CCc2nnc(C3(c4ccc(Cl)cc4)CCC3)o2)C1 (stereo not drawn)	3	3	0	-9	-25	5.4	14	-25
CC(C)OC(=O)C(C#N)c1nc2ccccc2nc1N1CCN(Cc2ccccc2)CC1 (stereo not drawn)	-3	33	22	31	-1	0.7	43	9
O=C(NCCCN1CCCCCC1)C1CCCN(S(=O)(=O)c2cccc3nsnc23)C1 (stereo not drawn)	-2	-7	0	19	9	0.5	-1	-3
CCOc1cc(/C=C/C(=O)O)ccc1OCCOc1ccccc1	-1	28	5	-8	-67	-1.3	25	-16
COc1cccc(/C=N/NC(=O)Cn2cnc3c2c(=O)n(C)c(=O)n3C)c1	-3	-17	-18	5	4	0.2	4	-8
CCCC(=O)c1ccc(N2CCCCCC2)c(F)c1	4	23	-10	-40	-50	0.4	8	-76
CCn1cc(C(=O)Nc2ccc(NC(=O)c3ccco3)cc2)c(=O)c2ccc(C)nc21	-1	-11	-52	42	25	0.1	-65	7
Cc1cccc2c1N(CCOc1ccc(C(C)(C)C)cc1)C(=O)C2=O	3	46*	28	7	10	1.7	43	0
CSc1nc(O)c(/C=C2\C=Nc3ccccc32)[nH]1	5	-64	-16	-2	-37	3.1	-2	-40
CCC(C)N1CC(=O)N2C(c3ccc(OC)cc3OC)c3[nH]c4ccccc4c3C[C@H]2C1=O (stereo partly drawn)	-1	26	18	5	12	0.2	22	0
CCOCCCNC(=S)N1CCCN(c2nc3cc(C)c(C)cc3cc2C#N)CC1	-3	6	8	14	-27	-0.1	19	-7
CN(Cc1ccco1)S(=O)(=O)c1nnc(NC(=O)c2ccc(F)cc2)s1	-6	-2	2	13	-78	0.9	20	-16
O=S(=O)(c1ccc(NC(=S)N/N=C/c2c3ccccc3cc3ccccc23)cc1)N1CCOCC1	4	50*	34	58*	-14	2.0	17	-8
COc1ccc(/C=C/C(=O)NC(=S)Nc2ccc(S(N)(=O)=O)cc2)cc1OC	-8	-3	-11	46	3	-1.4	-3	-6
O=c1c2[nH]c3ccc(Br)cc3c2ncn1Cc1ccncc1	-1	-8	-23	6	10	1.7	-16	19
COc1ccc(CNc2nc3ccccc3n2C(C)C)cc1	-2	-1	-4	12	-11	0.7	3	-4
CCn1c(-c2ccccc2)c(C(=O)O)c2ccccc21	-3	9	-3	9	7	-2.5	6	-3
CCN(CC)C(=O)CSc1nnc(-n2nc(C)cc2C)c2ccccc12	-2	22	22	-12	14	-0.3	20	16
CN(C)CCCN1CC(C(=O)O)CC1=O (stereo not drawn)	-1	12	15	-4	-5	-1.4	22	3
FC(F)Oc1ccc(NC(=S)NNc2ccnc3cc(Cl)ccc23)cc1	-1	-1	10	17	11	1.6	-3	-3
CCOc1ccc2cc(S(=O)(=O)N3CCOCC3)ccc2c1	-2	4	14	3	-13	-1.2	-10	1
Cc1ccc(C(=O)Nc2ccc(CN3CCCCC3)cc2)c(C)c1	-1	5	-11	-7	11	0.2	10	-13
CCOC(=O)C1=C(c2ccccc2)NC(=O)N(C(C)=O)C1c1cccc([N+](=O)[O-])c1 (stereo not drawn)	-2	26	1	-3	-20	-1.2	32	1
O=C1CC(C(=O)N2CCOCC2)C2(CCCC2)O1 (stereo not drawn)	-2	3	-3	-1	4	1.5	-2	-1
COc1ccc(C)cc1NC(=O)CSc1nnc(COc2ccc(Cl)cc2)n1Cc1ccco1	-1	23	6	29	-8	11	-6	-11

Some of the entries so far, with each value named.
molecule: FC(F)Oc1ccc(NC(=S)NNc2ccnc3cc(Cl)ccc23)cc1
  XBP1 UPR activ: -1
  tim10-1 inh: -1
  TIM10 inh: 10
  Mdm2-MdmX inh: 17
  697 NFkB inh: 11
  CHOP UPR activ: 1.6
  tim23-1 inh: -3
  Jurkat NFkB inh: -3

molecule: O=C1CC(C(=O)N2CCOCC2)C2(CCCC2)O1 (stereo not drawn)
  XBP1 UPR activ: -2
  tim10-1 inh: 3
  TIM10 inh: -3
  Mdm2-MdmX inh: -1
  697 NFkB inh: 4
  CHOP UPR activ: 1.5
  tim23-1 inh: -2
  Jurkat NFkB inh: -1

More compounds.
SMILES	XBP1 UPR activ	tim10-1 inh	TIM10 inh	Mdm2-MdmX inh	697 NFkB inh	CHOP UPR activ	tim23-1 inh	Jurkat NFkB inh
CC(OC(=O)CCC(=O)c1cccs1)C(=O)Nc1ccc(Cl)cn1 (stereo not drawn)	-3	-14	0	6	12	0.0	11	-2
CC(C)c1nc(CNC(=O)CC2C(=O)NCCN2Cc2ccoc2)cs1 (stereo not drawn)	-4	7	5	17	10	-0.3	13	12
COc1cc2c(C(=O)NCc3ccc(C)o3)cn(CC(C)C)c(=O)c2cc1OC	1	22	-4	16	15	-0.1	1	7
COc1ccc(CC(=O)N2N=C(C)CC2(O)C(F)(F)F)cc1 (stereo not drawn)	2	22	-9	10	-7	1.8	6	-4
CC1CCCCN1S(=O)(=O)c1csc(C(N)=O)c1 (stereo not drawn)	-4	15	-1	6	-1	-1.4	0	-4
O=C(CCNS(=O)(=O)c1cccc2nsnc12)N1CCN(c2ccccn2)CC1	-3	-2	-9	12	6	-1.0	-3	-7
CC(NC(=O)C(NS(=O)(=O)c1cccc2nsnc12)C(C)C)c1ccccc1 (stereo not drawn)	1	15	10	-11	-3	-3.1	7	-17
COc1cc2[nH]c3c(c2cc1OC)CCN1CCCC[C@@H]31	-1	-21	-5	-8	3	2.1	1	-3
COc1ccc(C)cc1-n1nnnc1SCC(=O)NNC(=O)c1ccc([N+](=O)[O-])cc1	1	5	4	9	26	2.2	3	0
Cc1ccc(S(=O)(=O)N2CCN(CC(=O)Nc3ccccc3Cl)CC2)cc1	-1	-10	-5	13	7	0.0	18	9
Cc1nc(NC(=O)COC(=O)c2cccs2)c(Cl)cc1Cl	2	11	9	-6	-41	1.6	30	-2
CCOc1ccc(NC(=S)Nc2ccc3nsnc3c2)cc1	1	1	-5	-8	-26	1.6	4	-8

Compound activity: PubChem, Sanford-Burnham Center for Chemical Genomics
